Vif inh – HIV Vif self-association inhibitors, primary screen, imaging, HEK293T, single point | HEK293T cells, Vif self-association by quenched fluorescence, 24 h | inhibition, % at 7.49 µM | AID 602346, 2012 | hit rate 0.35% among 340,000; in the data active = inhibition above about 50%, passing the limit was not always enough; note: some results filed as inactive read as strong as hits
Exocytosis inh – LAMP-1 surface exposure blockers, TALL-104 cells – cell-based, flow cytometry, MLPCN library, primary screen. TALL-104 LAMP-1 surface exposure; cells stimulated with thapsigargin and PMA. inhibition, % at 10 µM. hit rate 0.66% among 360,000;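 active = inhibition above about 55%, limit read from the data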
H9c2 protect – cardioprotection against H2O2-induced cell death, primary screen, uHTS, H9c2 cells, ATPLite luminescence. protection from H2O2 cell death, % at 20 µM. hit rate 0.63% among 360,000. H9c2 cardiomyocytes, H2O2 injury protection, 2 h. AID 588492, 2011;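 active = compounds giving at least 50% protection of heart cells from peroxide-induced death in the single-dose screen, raw or plate-pattern-corrected value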;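 note: 0% = DMSO wells with peroxide and 100% = DMSO wells without peroxide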
iPSC survival up – enhancers of single-cell hiPSC survival, primary screen, ATPlite luminescence | 100% = ROCK inhibitor wells, 0% = DMSO | survival enhancement, % at 20 µM | hit rate 0.044% among 360,000; in the data active = survival enhancement above about 18%;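 note: cells exposed to compounds for 16 hours before the ATP read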
Glyco luc inh – increase of ERlucT glycosylation luciferase signal, primary screen, N-linked glycosylation inhibitor project, D54 ERlucT cells, luminescence, set 2. D54 ERlucT glycosylation luciferase reporter, 24 h; percent of 100 nM tunicamycin response. reporter increase, % at 12.5 µM. hit rate 0.23% among 360,000. AID 588692, 2011;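 active = mean luciferase reporter signal, scaled so untreated is 0 and the glycosylation-blocking control 100, at or above a set limit in every replicate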;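 note: luciferase carries N-glycosylation sites so blocking glycosylation raises the light; 0% = median of neutral control wells and 100% = median of 100 nM tunicamycin wells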
CaV13 ICDI inh – Primary screen for inhibitors of IQ motif and Ca2+-dependent inactivation inhibitor domain binding in CACNA1D, Förster resonance energy transfer in living cells, …. HEK cells, CFP/YFP FRET ICDI-IQ, plate reader, 10 min; percent FRET-ratio fall versus neutral wells. inhibition, % at 12.3 µM. hit rate 0.098% among 340,000;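 active = mean replicate inhibition of at least 30% and at least 1% of replicates passing that level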;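 note: 0% = median of the neutral control wells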
ABCB6 inh 2 – ABCB6 transporter inhibitors, primary screen, K562-ABCB6 cells, flow cytometry, MLPCN library; AID 602162, 2011; ATP-binding cassette sub-family B member 6 (Homo sapiens), Q9NP58; hit rate 0.19% among 360,000; K562-ABCB6 porphyrin accumulation, 1 h; hits give low values; fluorescence ratio to DMSO, % at 10 µM;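 active = fluorescence ratio to DMSO below 75%, the collection mean minus 3 SD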;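 note: signal is porphyrin accumulated inside mitochondria; 100% equals median channel fluorescence of DMSO control wells; lower ratio means ABCB6 inhibition with less porphyrin fluorescence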
aDG glyco up – activators of alpha-DG glycosylation, primary screen, uHTS, Pro5-aDG cells, AlphaScreen; activation, % at 10 µM; hit rate 0.22% among 360,000; alpha-DG glycosylation AlphaScreen (IIH6); 0% Pro5, 100% B10-LARGE cell signal;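 active = activation of at least 8% versus controls, or a plate z-score of at least 8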;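 note: Pro5 are CHO cells carrying HIG-tagged alpha-DG that lacks glycosylation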
HTR2A ag – mouse Htr2a agonists via beta-arrestin recruitment, primary screen, cell-based, luminescence; AID 624169, 2012; activation, % at 7.6 µM; hit rate 0.66% among 360,000; CHO-K1 mHTR2A beta-arrestin complementation; percent of 30 µM serotonin response; 5-hydroxytryptamine receptor 2A (Mus musculus), P35363;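 active = activation above a run cutoff, the mean activation of all tested compounds plus 3 SD, cut at about 14% in these data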;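 note: 0% = plate median of compound wells and 100% = 30 µM serotonin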
Target sequence (P35363 whole entry, looked up): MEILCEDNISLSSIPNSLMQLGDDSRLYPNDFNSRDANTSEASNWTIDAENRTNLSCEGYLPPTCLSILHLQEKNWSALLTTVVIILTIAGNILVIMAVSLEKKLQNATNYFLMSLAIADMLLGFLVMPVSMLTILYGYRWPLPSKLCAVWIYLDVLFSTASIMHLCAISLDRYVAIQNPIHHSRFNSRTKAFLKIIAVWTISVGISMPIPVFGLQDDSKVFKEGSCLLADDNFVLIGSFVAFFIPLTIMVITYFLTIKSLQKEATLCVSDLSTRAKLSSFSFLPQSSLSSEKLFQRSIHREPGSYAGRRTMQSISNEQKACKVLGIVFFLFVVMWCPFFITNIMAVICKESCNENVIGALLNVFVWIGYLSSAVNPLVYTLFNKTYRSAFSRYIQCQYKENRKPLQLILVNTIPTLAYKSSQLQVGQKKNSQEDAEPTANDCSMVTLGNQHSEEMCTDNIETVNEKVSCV
PDI turbidity – inhibitors of human PDI, primary screen, biochemical, turbidity, single point, plate reader | inhibition, % at 10 µM | PDI insulin aggregation turbidity, A650, 90 min | hit rate 0.052% among 350,000;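 active = mean inhibition across replicates of 30% or more, whatever share of single replicates reach that level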;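 note: absorbance from insulin aggregation driven by PDI reduction with DTT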
Target sequence (P07237 whole entry, looked up): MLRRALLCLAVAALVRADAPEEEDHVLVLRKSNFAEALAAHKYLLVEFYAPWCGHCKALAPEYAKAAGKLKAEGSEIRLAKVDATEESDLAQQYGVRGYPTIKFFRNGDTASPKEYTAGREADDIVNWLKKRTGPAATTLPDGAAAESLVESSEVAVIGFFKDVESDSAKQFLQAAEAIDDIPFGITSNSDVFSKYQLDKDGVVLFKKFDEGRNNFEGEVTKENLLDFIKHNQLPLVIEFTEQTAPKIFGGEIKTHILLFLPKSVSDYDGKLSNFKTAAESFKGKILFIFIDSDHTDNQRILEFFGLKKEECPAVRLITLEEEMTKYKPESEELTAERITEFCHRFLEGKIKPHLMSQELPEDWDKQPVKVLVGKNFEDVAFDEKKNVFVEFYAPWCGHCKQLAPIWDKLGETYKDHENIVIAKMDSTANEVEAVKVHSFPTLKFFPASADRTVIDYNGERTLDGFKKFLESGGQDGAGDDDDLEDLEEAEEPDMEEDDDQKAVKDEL
* hit, by the source's call; . = not tested or not shown.

Every second line gives: Vif inh	Exocytosis inh	H9c2 protect	iPSC survival up	Glyco luc inh	CaV13 ICDI inh	ABCB6 inh 2	aDG glyco up	HTR2A ag	PDI turbidity
- CCSc1nc(C)cc(C)c1S(=O)(=O)c1ccccc1C
→ -2	-2	-19	-0.2	-3	.	95	0.0	-4	2
- O=C(CNc1cccc(S(=O)(=O)N2CCCC2)c1)Nc1ccc(C(F)(F)F)cc1
→ -6	0	-19	-0.3	0	-5	94	2.8	-2	-1
- CC1(C)c2ccccc2N2CC(=O)N(CC(N)=O)C21C (stereo unspecified)
→ -3	1	-1	2.2	-1	.	124	0.1	1	1
- Cc1cc(C)c(NC(=O)COc2nncc3ccccc23)c(C)c1
→ -2	2	11	-1.7	0	-8	95	-0.2	-1	-6
- CCCCn1c(N)c(N(CC(C)C)C(=O)c2ccc(OC)c(S(=O)(=O)N3CCOCC3)c2)c(=O)[nH]c1=O
→ 1	-2	2	-0.2	1	-2	97	0.2	2	11
- O=C(COC(=O)c1cccnc1Cl)Nc1ccc2c(c1)OCCO2
→ 2	-2	-7	1.4	1	-6	101	0.5	-1	4
- CCCP(=O)(CC(=O)N(CC)CC)c1ccccc1 (stereo unspecified)
→ 5	-3	11	-0.4	-1	.	105	0.0	-1	2
- CC1CCCCN1C(=O)CCc1nnc(Cc2c[nH]c3ccccc23)o1 (stereo unspecified)
→ 3	-2	-8	0.2	1	7	90	0.0	4	15
- c1ccc(-c2nc(NCc3ccco3)c3oc4ccccc4c3n2)cc1
→ -7	2	0	-2.4	3	.	91	0.0	-2	2
- Cc1cc(Br)ccc1SCC(=O)OCC(=O)NC1CCCC1
→ -13	-4	-2	4.7	2	-17	104	-0.1	4	2
- COc1ccc(CCNC(=O)C2CCN(S(C)(=O)=O)CC2)cc1
→ -3	-1	1	-0.1	1	-8	102	-0.1	1	3
- Cc1cc(C)nc(N2CCCC(C(=O)NCCc3ccc(F)cc3)C2)n1 (stereo unspecified)
→ -3	-2	6	-0.1	-2	-5	93	-0.2	-2	-7
- Cn1c(=O)c(/C=C/c2ccccc2)nc2ccccc21
→ -9	-2	0	-2.1	-6	-5	103	-0.3	-3	7
- O=C(c1ccco1)N1CCn2c1nc1ccccc12
→ 25	-7	-4	-0.6	1	.	98	-0.1	2	-3
- O=C(NCC(c1cccnc1)N1CCN(c2ccc(F)cc2)CC1)c1ccc2c(c1)OCO2 (stereo unspecified)
→ -10	3	2	4.2	-1	.	104	0.4	-7	6
- O=[N+]([O-])c1ccc(-c2ccc(C=Nc3cccc4ccccc34)o2)cc1
→ 1	17	-8	-1.7	5	-5	116	0.3	2	-5
- C=C1CCC2C(C)(C)[C@H](O)CC[C@@]2(C)[C@@H]1COc1cc(=O)oc2ccccc12 (stereo partly specified)
→ 1	12	8	-1.9	-2	.	89	-0.1	7	7
- Cc1ccc(S(=O)(=O)N2CCN(CC(O)c3ccccc3)CC2)cc1C (stereo unspecified)
→ 6	-1	-10	-0.5	0	1	95	-0.2	-1	-2
- CCc1cc(C(=O)NCC(C)(C)N2CCOCC2)sc1C
→ .	10	5	-0.1	1	-7	99	0.2	1	1
- O=C(OC1CCCCC1=O)c1cc(=O)c2ccccc2o1 (stereo unspecified)
→ 1	3	5	1.2	2	-5	91	-0.2	-1	4
- CCC1=C(OC(=O)N(CC)CC)N2C(=O)OC(=NCC(=O)OC)[C@]2(Cc2ccccc2)[C@H]2C1=CC[C@H]1C(=O)N(C)C(=O)[C@H]12
→ -1	0	14	7.0	3	-8	96	0.0	3	2
- Cc1ccc[n+](CC2OCc3ccccc3CO2)c1
→ 0	-10	10	-2.6	0	-3	106	-0.2	3	-4
- CC(=O)c1cccc(OCCCOc2cccc3cccnc23)c1
→ -3	0	-4	-0.6	-1	-5	98	0.0	-1	13
- CN(CC(=O)Nc1ccccc1Br)C(=O)COc1cccc2c1OC(C)(C)C2
→ 2	0	-7	0.5	8	-2	95	-0.3	-1	0
- COc1cccc(CN(C)C(=O)c2ccc(S(=O)(=O)N3CCCC3)cc2)c1OC
→ 31	-3	-6	-1.5	-1	-5	98	0.3	5	20
- Cc1ccsc1/C=N/NC(=O)C(O)c1ccccc1 (stereo unspecified)
→ 0	-11	6	2.3	0	-5	100	0.1	0	19
- O=[n+]1c2c(n([O-])c3cc(Br)ccc31)CCC2
→ 12	-4	3	3.1	0	.	97	0.1	0	13
- Cc1ccc(NC(=S)NNC(=O)c2nnn(-c3ccccc3)c2C)cc1
→ 1	3	18	-0.3	-1	-5	105	0.0	-8	-8
- Cc1ccccc1NC(=O)CSc1nnc(C)c(=O)[nH]1
→ 19	-8	-3	1.6	1	-19	92	-0.5	8	-3
- O=C(CSc1nnc(CNC(=O)c2ccccc2)o1)c1ccc(Cl)cc1
→ .	-2	-11	-0.4	.	-9	91	0.2	0	-6

A draw from above in order of SMILES length, ascending:
Every second line gives: Vif inh	Exocytosis inh	H9c2 protect	iPSC survival up	Glyco luc inh	CaV13 ICDI inh	ABCB6 inh 2	aDG glyco up	HTR2A ag	PDI turbidity
- Cc1ccsc1/C=N/NC(=O)C(O)c1ccccc1 (stereo unspecified)
→ 0	-11	6	2.3	0	-5	100	0.1	0	19
- O=C(COC(=O)c1cccnc1Cl)Nc1ccc2c(c1)OCCO2
→ 2	-2	-7	1.4	1	-6	101	0.5	-1	4
- CC1CCCCN1C(=O)CCc1nnc(Cc2c[nH]c3ccccc23)o1 (stereo unspecified)
→ 3	-2	-8	0.2	1	7	90	0.0	4	15
- C=C1CCC2C(C)(C)[C@H](O)CC[C@@]2(C)[C@@H]1COc1cc(=O)oc2ccccc12 (stereo partly specified)
→ 1	12	8	-1.9	-2	.	89	-0.1	7	7

Single records (already shown).
Listed for COc1ccc(CCNC(=O)C2CCN(S(C)(=O)=O)CC2)cc1 = Vif inh: -3; Exocytosis inh: -1; H9c2 protect: 1; iPSC survival up: -0.1; Glyco luc inh: 1; CaV13 ICDI inh: -8; ABCB6 inh 2: 102; aDG glyco up: -0.1; HTR2A ag: 1; PDI turbidity: 3
Listed for Cc1cc(Br)ccc1SCC(=O)OCC(=O)NC1CCCC1 = Vif inh: -13; Exocytosis inh: -4; H9c2 protect: -2; iPSC survival up: 4.7; Glyco luc inh: 2; CaV13 ICDI inh: -17; ABCB6 inh 2: 104; aDG glyco up: -0.1; HTR2A ag: 4; PDI turbidity: 2

Other entries.
Every second line gives: Vif inh	Exocytosis inh	H9c2 protect	iPSC survival up	Glyco luc inh	CaV13 ICDI inh	ABCB6 inh 2	aDG glyco up	HTR2A ag	PDI turbidity
- CCC(C(=O)Nc1nccs1)c1ccccc1 (stereo unspecified)
→ 18	-4	-8	3.6	1	-4	100	0.2	-1	9
- CCOc1ccccc1C1NC(=O)c2ccccc2O1 (stereo unspecified)
→ 0	2	12	0.0	1	-21	105	-0.1	-3	2
- Cc1ccccc1OCC(=O)Nc1nnc(-c2ccco2)s1
→ 14	9	0	2.2	2	-5	100	0.1	-2	-14
- Cc1ccc(C(C)C)c(OCCNC(=O)c2ccccc2O)c1
→ -3	4	-10	1.4	-3	-10	98	0.3	-1	-4
- O=C(CS(=O)(=O)c1ccc(C(F)(F)F)cn1)NNC(=O)c1ccccc1
→ -2	-4	12	1.6	-1	-13	100	0.0	3	19
- COc1ccccc1N(CC(=O)N1CCN(Cc2ccccc2)CC1)S(=O)(=O)c1ccccc1
→ -1	41	10	-3.0	-2	-11	93	-0.1	-9	8
- CCOC(=O)CCCCCNC(=O)c1ccc(F)cc1F
→ .	1	6	2.6	1	-5	95	0.1	2	-1
- CCN(CC)CCCNC(=O)C(C)n1nc(C)c2sc3ccccc3c2c1=O (stereo unspecified)
→ -4	-3	1	-2.1	-1	-3	95	0.0	1	-4
- NS(=O)(=O)c1cnccc1NCCc1ccccc1
→ 8	6	-2	-0.1	1	7	100	-0.1	2	-1
- CCNC(=O)C(=O)c1c(-c2ccccc2)[nH]c2ccccc12
→ -1	-1	-7	0.2	3	-4	98	-0.3	-3	-3
- CCN(C(=O)CSc1nnc(-c2ccccc2F)n1N)c1c(N)n(Cc2ccccc2)c(=O)[nH]c1=O
→ 1	-3	-1	-0.4	4	-4	102	0.0	7	1
- COc1ccc(-c2coc3c(C(=O)NCCN4CCOCC4)cccc23)c(C)c1
→ -8	0	-4	-1.4	-2	-5	96	0.6	1	-6
- Cn1c(SCC(=O)NCCc2ccccc2)ncc(C(=O)Nc2ccccc2)c1=O
→ 5	2	-4	0.0	5	-4	99	1.0	-4	1
- O=C(CSc1nc2ccccc2s1)N/N=C/c1cc([N+](=O)[O-])ccc1O
→ 9	3	53*	-0.5	2	-17	96	-0.1	-18	-4
- CC(C)(C)C(=O)Nc1scc(-c2ccc(-c3ccccc3)cc2)c1C(=O)O
→ 0	19	-6	-0.4	0	-4	98	0.1	3	-7
- CC(=O)[C@@H]1[C@@H]2C(=O)N(Cc3ccccc3)C(=O)[C@@H]2C2c3ccccc3C=CN21 (stereo partly specified)
→ -7	-2	10	1.3	1	-10	105	0.2	-1	0
- Cc1nnc(SCC(=O)Nc2ccc([N+](=O)[O-])cc2)n1C
→ -1	-4	10	-0.7	1	-2	100	0.0	5	-4
- O=C(NCCC1=CCCCC1)c1cc(S(=O)(=O)N2CCOCC2)ccc1Cl
→ -4	0	-1	0.6	-1	-6	97	0.5	-5	3
- COc1ccc(/C=C/C(=O)Nc2ccncc2)cc1OC
→ -2	-2	-5	0.6	-1	14	99	0.1	-4	22
- COC(=O)C(Cc1ccc(O)cc1)NC(=O)CCc1ccco1 (stereo unspecified)
→ 28	-3	6	-0.6	1	-2	98	0.0	0	9
- Cc1ccc(C2c3c(oc4cc(C)c(C)cc4c3=O)C(=O)N2CCCN2CCOCC2)cc1 (stereo unspecified)
→ 15	-1	28	0.1	0	-6	99	-0.2	-5	-4
- CCOC(=O)C1=C(C)NC2=C(C(=O)CC(C)(C)C2)C1c1ccc(N(C)C)cc1 (stereo unspecified)
→ 13	-1	0	0.1	0	-3	103	-0.1	1	-14
- CCOCCCN(C(=O)Nc1ccc(CC)cc1)C1CCN(C(C)=O)CC1
→ 10	0	-3	-0.2	1	.	94	0.2	3	-2
- COc1cccc(CNC(=O)C2CCN(c3nn4c(=O)cc(C)nc4s3)CC2)c1
→ 5	-2	-7	0.6	3	-3	100	-0.1	2	3

Bioassay records deposited in PubChem by several laboratories.
